High-throughput results deposited in PubChem BioAssay by several laboratories.
DAX1 inh-1 – NR0B1 (DAX1) inhibition. HEK293 Gal4-DAX1 luciferase reporter, luminescence. inhibition, % at 6.75 µM. actives 0.99% (n = 340,000). AID 504766;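 active means inhibition above the mean over all tested compounds plus 3 SD, cut at about 4.2% in these data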;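 further: 0% = DAX1-transfected cells with DMSO and 100% = empty-vector control cells with DMSO; inhibition shows as a rise in luminescence from relieved DAX1 repression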
Target sequence (P51843 207-470 limits assumed): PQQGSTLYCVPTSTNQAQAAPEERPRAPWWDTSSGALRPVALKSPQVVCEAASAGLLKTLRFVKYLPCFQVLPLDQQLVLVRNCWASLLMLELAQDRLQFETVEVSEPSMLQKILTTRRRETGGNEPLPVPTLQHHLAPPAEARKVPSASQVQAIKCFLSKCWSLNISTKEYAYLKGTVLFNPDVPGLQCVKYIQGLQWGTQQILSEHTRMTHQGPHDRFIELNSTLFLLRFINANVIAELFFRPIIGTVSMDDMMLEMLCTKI
hgDAF-12 ag – activates the H. glycines DAF-12 receptor ligand-binding domain | HEK293 GAL4-hgDAF12 UAS-luciferase reporter, agonist luminescence; normalized to butyrate control | actives 1.8% (n = 370,000) | activation, % at 6.8 µM;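 active means activation above a cutoff set at the mean of all screened compounds plus 3 SD, cut at about 10% in these data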;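 further: 0% = DMSO wells and 100% = sodium butyrate wells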
hcDAF-12 act – activates DAF-12 receptor from parasite H. contortus; HEK293 hcDAF-12 lit1-tk-luc reporter, luminescence; 0% DMSO, 100% Δ7-dafachronic acid; actives 1.4% (n = 370,000); activation, % at 6.8 µM;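 active means activation above the mean of all tested compounds plus 3 SD, cut at about 5.5% in these data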;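 further: 100% = response to 3 µM Δ7-dafachronic acid high control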
GC-A act – GC-A (human) enzyme activation. actives 0.14% (n = 370,000). activation, % at 10 µM. HEK293 GC-A cells, cGMP TR-FRET, EC30 ANP; 0% at EC30 ANP, 100% saturating ANP. AID 1671463. P16066; in the data active means activation above about 40%
ssDAF-12 act – activates DAF-12 receptor from parasite S. stercoralis | actives 1% (n = 370,000) | activation, % at 6.8 µM | HEK293 ssDAF-12/GRIP1 lit1-tk-luc reporter, luminescence; % of 3 µM dafachronic acid response;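 active means activation above the mean over all tested compounds plus 3 SD, cut at about 0.9% in these data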;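 further: 0% = DMSO-only wells and 100% = 3 µM delta7-dafachronic acid wells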
SMARCA2 activ – increases SMARCA2 function in MMTV reporter cells; MG213 cells, MMTV-luciferase reporter, dexamethasone, overnight; activation, % at 9.1 µM; actives 1% (n = 370,000); in the data active means activation above about 7.8%;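 further: 0% = vehicle wells and 100% = reference activator wells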
sPLA2-III inh – Inhibits HGIII-sPLA2 liposome hydrolysis, primary screen | actives 0.56% (n = 370,000) | QFRET BODIPY PC-A2 liposome hydrolysis, fluorescence | AID 743126 | Q9NZ20 | inhibition, % at 12.2 µM;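 active means inhibition above mean plus 3 SD of compounds lying within the high and low control bounds, cut at about 19% in these data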;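 further: 0% = median of test compound wells and 100% = no enzyme DMSO wells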
Target sequence (Q9NZ20 whole entry, looked up): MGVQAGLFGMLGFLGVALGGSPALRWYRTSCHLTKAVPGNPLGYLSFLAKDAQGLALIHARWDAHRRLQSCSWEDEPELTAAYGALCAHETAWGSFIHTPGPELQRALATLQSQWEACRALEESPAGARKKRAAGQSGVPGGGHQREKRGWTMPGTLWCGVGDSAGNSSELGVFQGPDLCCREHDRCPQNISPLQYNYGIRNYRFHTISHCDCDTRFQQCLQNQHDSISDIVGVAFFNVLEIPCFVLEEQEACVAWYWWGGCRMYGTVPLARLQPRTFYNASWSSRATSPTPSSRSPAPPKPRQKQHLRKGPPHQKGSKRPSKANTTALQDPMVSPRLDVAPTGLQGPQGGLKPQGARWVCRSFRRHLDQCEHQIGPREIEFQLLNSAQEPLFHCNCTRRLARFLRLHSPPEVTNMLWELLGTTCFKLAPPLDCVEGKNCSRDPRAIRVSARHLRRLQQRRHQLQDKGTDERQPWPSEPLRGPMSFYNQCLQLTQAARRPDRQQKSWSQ
FXN GAA850 act – increases GAA850 frataxin promoter reporter activity. activation, % at 6 µM. actives 0.56% (n = 360,000). HEK293 lucGAA850 FXN promoter luciferase reporter, 24 h; percent of 10 µM SAHA response;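 active means activation above the average of all compounds screened plus 3 SD, cutoff fixed separately per campaign, cut at about 7.5% in these data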;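 further: 0% = DMSO wells and 100% = 10 µM SAHA wells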
proKLK7 act – activates the human kallikrein-7 zymogen; activation, % at 7 µM; AID 652039; purified proKLK7, EDANS-DABCYL substrate fluorescence; 100% is mature enzyme control, 0% vehicle; P49862; actives 0.9% (n = 370,000);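 active means activation above the mean of all tested compounds plus 3 SD, computed per campaign excluding outliers beyond control limits, cut at about 13% in these data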
Target sequence (P49862 whole entry, looked up): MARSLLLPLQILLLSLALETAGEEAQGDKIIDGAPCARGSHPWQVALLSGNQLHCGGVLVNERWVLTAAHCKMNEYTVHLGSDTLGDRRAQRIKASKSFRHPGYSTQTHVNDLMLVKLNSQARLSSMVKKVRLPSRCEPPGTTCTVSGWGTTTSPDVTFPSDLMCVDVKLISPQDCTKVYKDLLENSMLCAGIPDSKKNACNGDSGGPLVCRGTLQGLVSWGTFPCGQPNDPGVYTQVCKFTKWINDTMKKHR
DAX1 inh-2 – blocks DAX1 repression of SF-1 activated StAR promoter | HEK293T StAR-luciferase reporter, SF-1/DAX-1 repression relief | AID 652010 | actives 1.1% (n = 370,000) | inhibition, % at 6.8 µM;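 active means inhibition above the mean over all tested compounds plus 3 SD, cut at about 3.6% in these data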;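 further: 0% = DAX-1 cells with DMSO and 100% = cells lacking DAX-1 with DMSO; higher inhibition means more luminescence from relief of DAX-1 repression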
GC-B act – GC-B (human) receptor activation | P20594 | HEK293-GC-B cells, CNP EC30, cGMP TR-FRET; 0% at EC30 CNP, 100% saturating CNP | activation, % at 10 µM | actives 0.11% (n = 370,000) | AID 1920062;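 active means activation at 10 µM reaching about 35% in either raw or pattern-adjusted values, limit read from the data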
An asterisk follows results filed as active; x = not tested or not shown.

SMILES | DAX1 inh-1 | hgDAF-12 ag | hcDAF-12 act | GC-A act | ssDAF-12 act | SMARCA2 activ | sPLA2-III inh | FXN GAA850 act | proKLK7 act | DAX1 inh-2 | GC-B act
O=C(NC1CC1)C1CCN(c2ncccn2)CC1 | 3.4 | -1.1 | -1.5 | 1 | -0.8 | 9.2* | 4 | 2.6 | 0.3 | 0.1 | -1
CC1CC(C)CN(C(=O)C(Cc2ccccc2)NC(=O)c2ccccc2)C1 (stereo not given) | 1.6 | -0.3 | -0.1 | -5 | -1.6 | -3 | 9 | 0.8 | -0.2 | -0.2 | -2
CCCCCCCCN1C(=O)[C@@H](CC(=O)NCc2cccc3ccccc23)C[C@@]2(C(=O)OC)C1=C[C@H](C(C)(C)C)O[C@@H]2C | x | -1.9 | -1.3 | 1 | -0.8 | -2 | 5 | x | -0.8 | 0.7 | 3
CCOC(=O)C[N+](C)(C)CCOC1CC2CCC1(C)C2(C)C (stereo not given) | 1.9 | 0.8 | -1.2 | 3 | -0.5 | -5 | -3 | -0.1 | -0.6 | -0.7 | 0
Cc1ccccc1NC(=O)CSc1n[nH]c(-c2ccco2)n1 | 0.8 | -0.8 | -0.5 | 0 | -1.1 | -2 | 2 | -0.5 | 0.4 | 2.1 | 0
Cc1ccc(NC(=O)CN2C(=O)S/C(=C\c3ccccn3)C2=O)cc1C | 1.5 | 0.7 | 0.3 | 5 | -0.8 | 3 | 2 | 0.7 | -0.8 | 0.0 | 2
COCOCCn1cc(CN2CCS(=O)(=O)N(Cc3ccc(-c4ccc(C)cc4)cc3)C(C)C2=O)nn1 (stereo not given) | -0.6 | -4.1 | -3.0 | 0 | -0.9 | -4 | -54 | 0.6 | 0.6 | -0.2 | 1
Cc1ccc(-c2ccc(=O)n(Cc3cc(C)ccc3C)n2)cc1 | -1.2 | -1.1 | -2.6 | -18 | -0.8 | -4 | -9 | 2.0 | 0.2 | 0.2 | -4
CCN(C(=O)c1c(-c2ccccc2Cl)noc1C)C1CCCCC1 | -0.6 | 0.1 | -1.5 | -12 | -1.4 | -3 | 6 | -0.5 | 0.1 | -0.2 | -7
CCCCC(=O)Nc1ccc(C(=O)Nc2ccc(S(=O)(=O)Nc3ccc(C)cc3)cc2)cc1 | 2.4 | -3.0 | -1.6 | -3 | -1.0 | -5 | -11 | 0.3 | -0.2 | 0.2 | 8
CCN1CCN(CCC(=O)Nc2ccccc2)CC1 | 1.3 | 1.9 | -0.9 | 4 | 0.1 | 1 | -3 | 2.5 | -0.1 | 0.1 | 1
O=S(=O)(N1CCCCC1)n1nnc2cc3ccccc3cc21 | x | 5.9 | 1.1 | 3 | -1.3 | -4 | 8 | x | 0.1 | 0.5 | 5
CCOC(=O)c1ccccc1NC(=O)C1CCCO1 (stereo not given) | 1.5 | -0.7 | 0.9 | 3 | -1.0 | -1 | -2 | 0.8 | 0.3 | -0.2 | 5
O=C(COC(=O)c1ccccc1SCC(=O)N1CCCC1)Nc1ccc(OC(F)F)cc1 | 0.7 | 0.7 | 0.2 | 1 | -1.3 | 1 | -11 | -0.6 | 0.5 | -0.6 | 4
CCOC(=O)C1(Cc2cccc(F)c2)CCN(C2CCOCC2)CC1 | -0.9 | 2.4 | -1.0 | 2 | -2.2 | -1 | 2 | 0.2 | 0.1 | 0.2 | 3

Quoted from the listing.
In GC-B act, CCOC(=O)C[N+](C)(C)CCOC1CC2CCC1(C)C2(C)C (stereo not given) is listed with 0
In proKLK7 act, CCOC(=O)C1(Cc2cccc(F)c2)CCN(C2CCOCC2)CC1 is listed with 0.1
In DAX1 inh-1, O=C(NC1CC1)C1CCN(c2ncccn2)CC1 is listed with 3.4

(more compounds)
SMILES | DAX1 inh-1 | hgDAF-12 ag | hcDAF-12 act | GC-A act | ssDAF-12 act | SMARCA2 activ | sPLA2-III inh | FXN GAA850 act | proKLK7 act | DAX1 inh-2 | GC-B act
COc1ccc(CC(=O)NNC2=Nc3cccc4cccc2c34)cc1 | x | -0.9 | 1.3 | 1 | -0.7 | -3 | 14 | -1.9 | 1.1 | -0.5 | -6
Cc1ccc(S(=O)(=O)N(C)C)cc1NC(=O)COC(=O)/C(=C/c1ccc(F)cc1)c1cccs1 | -0.5 | -5.4 | -3.2 | 1 | -2.2 | -5 | -28 | -2.2 | 0.4 | -1.0 | -1
CS(=O)(=O)c1cnc2c(-c3ccc(F)cc3)cnn2c1N | 1.9 | 5.4 | 3.8 | -1 | 0.1 | 0 | 6 | 7.0 | -0.8 | 1.5 | -14
CC(C)(C)c1ccc(S(=O)(=O)NCC(=O)N2CCN(c3ncccn3)CC2)cc1 | x | -0.8 | -1.8 | 3 | -1.4 | 5 | 2 | x | 0.1 | -1.1 | 1
COc1ccccc1NS(=O)(=O)c1cccc(C(=O)N(C)Cc2cccs2)c1 | -0.7 | -1.9 | -1.4 | 0 | -0.4 | -1 | -5 | -1.3 | 0.0 | -0.5 | 2
CCCCSc1nc(C)c(CC(=O)OC)c(=O)[nH]1 | -0.2 | -0.7 | -1.2 | 1 | -1.2 | -4 | 2 | -0.5 | -0.5 | -1.1 | 2
Clc1ccc(-c2cn3nc4c(nc3n2)CCCC4)cc1 | 2.2 | 12* | 8.1* | 4 | 0.8 | 6 | -13 | 1.8 | 1.0 | 4.2* | -1
CS(=O)(=O)N(CCc1ccccc1)CC(=O)N1CCN(c2ccc(F)cc2)CC1 | -1.3 | -2.7 | -2.6 | -2 | -1.2 | -1 | -7 | -2.0 | 0.4 | -1.2 | 3
CCOC(=O)C1CCN(C(=O)c2cccc(N3C(=O)NC4CC3(C)Oc3ccc(C)cc34)c2)CC1 (stereo not given) | 0.0 | -2.1 | -1.0 | 3 | -0.9 | 0 | -6 | -0.3 | -0.5 | -0.7 | 4
Cc1nc2ccc(Br)cc2c(=O)n1Cc1cccs1 | 0.2 | -0.2 | -2.8 | -14 | -2.2 | -3 | -8 | 2.0 | 0.4 | -0.2 | -11
CCCc1cc(=O)[nH]c2nnc(SCC(=O)Nc3nccs3)n12 | 1.5 | -1.7 | -0.2 | 1 | -0.4 | -4 | 17 | 0.3 | 0.5 | -0.3 | 1
Cc1c(Br)ccc(NC(=O)c2ccccc2[N+](=O)[O-])c1C | 0.8 | 1.3 | -2.6 | -1 | -1.5 | -2 | 11 | 1.0 | 0.3 | -0.2 | -5
O=C(O)C(SC(C(=O)O)c1ccccc1)c1ccccc1 (stereo not given) | 0.1 | -5.0 | -0.3 | 5 | -1.1 | -2 | 12 | 1.2 | -0.1 | -0.3 | 1
O=C(Cn1cc2c(n1)CCCCC2)Nc1ccccc1Cl | 2.5 | 0.4 | -1.2 | -2 | -1.6 | 2 | 0 | 2.4 | -0.2 | -0.1 | -3
COc1ccc(C(=O)C2CCCN(Cc3ccc4c(c3)OCCO4)C2)cc1F (stereo not given) | 3.4 | -1.0 | -0.2 | -1 | -0.2 | -4 | 8 | 3.6 | -0.3 | -0.3 | 1

Given as tab-separated lines: entries from further up
molecule	DAX1 inh-1	hgDAF-12 ag	hcDAF-12 act	GC-A act	ssDAF-12 act	SMARCA2 activ	sPLA2-III inh	FXN GAA850 act	proKLK7 act	DAX1 inh-2	GC-B act
CCCCSc1nc(C)c(CC(=O)OC)c(=O)[nH]1	-0.2	-0.7	-1.2	1	-1.2	-4	2	-0.5	-0.5	-1.1	2
Clc1ccc(-c2cn3nc4c(nc3n2)CCCC4)cc1	2.2	12*	8.1*	4	0.8	6	-13	1.8	1.0	4.2*	-1

Continued:
SMILES | DAX1 inh-1 | hgDAF-12 ag | hcDAF-12 act | GC-A act | ssDAF-12 act | SMARCA2 activ | sPLA2-III inh | FXN GAA850 act | proKLK7 act | DAX1 inh-2 | GC-B act
CCP(=O)(c1ccccc1)C(C)(C)O (stereo not given) | 0.4 | 0.2 | -0.5 | 3 | -1.1 | 1 | -2 | 0.8 | -0.5 | 0.0 | 0
O=C(Nc1ccc(Br)cc1)c1cccc(N2C(=O)C3C4C=CC(C4)C3C2=O)c1 (stereo not given) | -0.6 | 0.2 | -2.7 | 4 | -1.5 | -2 | -31 | 0.2 | 0.4 | -4.2 | -3
CN1CCN(c2ccccc2NC(=O)c2ccc(-c3ccc(Cl)c(Cl)c3)o2)CC1 | 1.2 | 1.3 | -0.6 | -26 | -0.5 | -2 | -5 | 2.9 | -1.4 | -1.0 | -17
COCCn1c(SCC(=O)Nc2cc(C)on2)nc2c([nH]c3ccccc32)c1=O | -0.1 | 1.5 | 1.6 | 50* | -0.7 | -3 | 8 | 1.5 | 0.7 | -0.4 | -2
CC(C)c1ccc2oc(=O)cc(CN3CCN(Cc4ccccc4)CC3)c2c1 | 1.4 | -0.9 | 0.3 | -29 | -1.5 | -1 | -5 | 1.6 | -1.1 | 0.0 | -14
O=C(Nc1cccc2ncccc12)c1cc(Br)ccc1Cl | 0.2 | 0.0 | -1.9 | 0 | -1.1 | 2 | -2 | 0.5 | 0.9 | 0.3 | 2
COc1ncnc2c1ncn2CCCN1CCN(C(=O)C2CC2)CC1 | 0.7 | 1.0 | -0.5 | 1 | -1.6 | -5 | -2 | -0.4 | 0.2 | -0.1 | 7
Cc1ccc(-c2ccc(/C=C3\SC(N4CCOCC4)=NC3=O)o2)cc1 | -1.1 | -2.6 | -1.1 | 19 | -1.8 | -3 | 1 | 4.5 | -1.4 | 0.6 | 4
COc1ccc(Cc2c(-c3ccc(F)cc3)nc3c4ccccc4ccn23)c(C)c1 | x | 2.9 | 6.0* | 5 | 0.9 | 4 | 0 | x | -1.3 | 1.0 | 0
O=C(NCc1cccc(F)c1)c1cccc2c1C(=O)c1ccc(N3CCOCC3)cc1S2(=O)=O | 0.0 | 4.0 | 0.5 | 1 | -1.6 | 2 | -6 | 0.9 | 2.6 | -0.1 | 5
Cc1cc(N2CCN(C(=O)c3[nH]c(C(F)(F)F)nc3-c3ccccc3)CC2)c2ccccc2n1 | x | 1.2 | 0.2 | -3 | -1.4 | -4 | -22 | x | 0.6 | -4.2 | -7
CCOc1ccc(S(=O)(=O)N/N=C2/CC(c3ccccc3)Oc3ccccc32)cc1 (stereo not given) | 0.7 | 5.5 | 1.6 | 2 | -1.1 | 0 | -33 | 0.2 | -0.3 | 0.0 | 0
COc1ccccc1-n1c(CCn2nc(C)c(Br)c2C)n[nH]c1=S | -0.3 | 1.2 | -2.2 | 1 | -2.1 | -1 | 9 | 2.2 | 0.2 | 0.0 | -5
Cc1ccc(S(=O)(=O)N2CCN(C(=O)c3cc4c(s3)CCCC4)CC2)c(C)c1 | 0.9 | 0.0 | 0.4 | 2 | 0.1 | -4 | 10 | -1.5 | 0.1 | 0.5 | 1
CC(=O)Oc1ccc(-c2csc(Nc3ccc(Cl)cn3)n2)cc1 | -0.1 | 3.0 | -2.0 | 1 | -1.4 | 1 | -12 | 1.3 | 0.1 | 0.3 | -3
CC(=O)Nc1cc2c(cc1Cl)-c1ccccc1C2 | 3.0 | 9.3 | 3.7 | 0 | 0.3 | 4 | -2 | 1.6 | 0.2 | 2.9 | -3

Rows were taken by chance. About 6.7% of those tested had a hit in this group.
